Dengue virus CPE: antivirals protecting cells from dengue CPE – CPE readout, HTS (AID 540333) | Dengue virus CPE inhibition in host cells; active compounds read high | CPE inhibition, % at 20 µM | hit rate 3.1% among 10,000; in the data active = CPE inhibition mostly above about 9.1%, no sharp cut-off; inactive = mostly below about 7.2%
The depositor's hits bear a star; i = inactive. Some of the compounds tested; rates above refer to the full screens.

The first 28 entries, ahead of the listing:
SMILES	Dengue virus CPE
COc1cc2c(cc1OC)C(=O)N1[C@H]3c4cc(Cl)ccc4OC[C@@H]3[C@H](c3ccccc3)[C@]1(C)C(=O)N2	16.3*
CN(C(=O)COC(=O)C(Cc1ccccc1)NC(=O)c1ccccc1)c1ccccc1 (configuration not stated)	i
CCOC(=O)[C@@H]1[C@H]2COc3cc(OC)ccc3[C@@H]2N2C(=O)N(c3cccc(Cl)c3)C(=O)[C@]12C	0.2
COc1ccc([N+](=O)[O-])cc1NC(=O)C(C)Sc1ccccc1 (configuration not stated)	0.6
COc1ccc(OCC(=O)N/N=C2\CCCc3ccccc32)cc1	i
O=C(c1cc([N+](=O)[O-])ccc1N1CCCCC1)N1CCCC1	0.5
C=CCOC(=O)/C(=C\c1ccccc1)NC(=O)c1ccco1	1.8
O=C(CCC1CCCC1)Nc1nnc(-c2ccc3c(c2)OCO3)s1	i
O=C(c1ccccc1)N(Cc1cccnc1)C1(C(=O)Nc2ccccc2)CCCCC1	1.2
CN(C)CCCNC(=O)COc1ccc(Br)cc1Cl	0.1
Cc1cccc(OCC(=O)NC(=S)Nc2ccccc2N2CCOCC2)c1	i
COc1ccccc1CNC(=O)CCCc1ccccc1	0.3
C/C(=N\NC(=O)CNc1cccc(C(F)(F)F)c1)c1cccc(Br)c1	7.1
S=C(NCc1ccncc1)Nc1ccc(Cl)c(Cl)c1	1.0
COC(=O)c1ccc(COC(=O)C(CCS(C)(=O)=O)N2C(=O)c3ccccc3C2=O)cc1 (configuration not stated)	1.0
O=C(c1ccccc1NS(=O)(=O)c1ccc(F)cc1)N1CCc2ccccc21	i
CCOc1ccc(C(=O)NC(=S)Nc2cccnc2)cc1	i
CCc1ccc(C2=NNC(=Nc3cccc(S(=O)(=O)N(C)C)c3)SC2)cc1	1.5
CCOc1ccc(S(=O)(=O)N2CCN(C(=S)NCc3ccco3)CC2)cc1	0.7
CCOC(=O)c1cc(-c2ccccc2)n(CC(=O)Nc2cccc(OC)c2)c1C	1.5
Cn1c2c(c(=O)n(C)c1=O)C(c1ccc(C(F)(F)F)cc1)CC(=O)N2 (configuration not stated)	i
O=C(N/N=C/c1cccs1)c1cc(-c2ccncc2)nc2ccccc12	0.5
COc1ccc(C(=O)c2cc([N+](=O)[O-])ccc2N2CCOCC2)cc1	i
CCOC(=O)C1CCCN(C(=O)/C=C/c2ccc([N+](=O)[O-])cc2)C1 (configuration not stated)	i
Cc1ccc2nc(SCC(=O)Nc3cccc(S(=O)(=O)N(C)C)c3)[nH]c2c1	i
COC(=O)NC1CCC(NC(=O)OC)CC1 (configuration not stated)	0.2
CCc1nnc(NS(=O)(=O)c2ccc(NC(=S)Nc3ccc(F)cc3)cc2)s1	0.3
COc1ccc(C(=O)O/N=C2\CCCc3nonc32)cc1	i

The whole of this part (from the top)
SMILES	Dengue virus CPE
COc1cc2c(cc1OC)C(=O)N1[C@H]3c4cc(Cl)ccc4OC[C@@H]3[C@H](c3ccccc3)[C@]1(C)C(=O)N2	16.3*
CN(C(=O)COC(=O)C(Cc1ccccc1)NC(=O)c1ccccc1)c1ccccc1 (configuration not stated)	i
CCOC(=O)[C@@H]1[C@H]2COc3cc(OC)ccc3[C@@H]2N2C(=O)N(c3cccc(Cl)c3)C(=O)[C@]12C	0.2
COc1ccc([N+](=O)[O-])cc1NC(=O)C(C)Sc1ccccc1 (configuration not stated)	0.6
COc1ccc(OCC(=O)N/N=C2\CCCc3ccccc32)cc1	i
O=C(c1cc([N+](=O)[O-])ccc1N1CCCCC1)N1CCCC1	0.5
C=CCOC(=O)/C(=C\c1ccccc1)NC(=O)c1ccco1	1.8
O=C(CCC1CCCC1)Nc1nnc(-c2ccc3c(c2)OCO3)s1	i
O=C(c1ccccc1)N(Cc1cccnc1)C1(C(=O)Nc2ccccc2)CCCCC1	1.2
CN(C)CCCNC(=O)COc1ccc(Br)cc1Cl	0.1
Cc1cccc(OCC(=O)NC(=S)Nc2ccccc2N2CCOCC2)c1	i
COc1ccccc1CNC(=O)CCCc1ccccc1	0.3
C/C(=N\NC(=O)CNc1cccc(C(F)(F)F)c1)c1cccc(Br)c1	7.1
S=C(NCc1ccncc1)Nc1ccc(Cl)c(Cl)c1	1.0
COC(=O)c1ccc(COC(=O)C(CCS(C)(=O)=O)N2C(=O)c3ccccc3C2=O)cc1 (configuration not stated)	1.0
O=C(c1ccccc1NS(=O)(=O)c1ccc(F)cc1)N1CCc2ccccc21	i
CCOc1ccc(C(=O)NC(=S)Nc2cccnc2)cc1	i
CCc1ccc(C2=NNC(=Nc3cccc(S(=O)(=O)N(C)C)c3)SC2)cc1	1.5
CCOc1ccc(S(=O)(=O)N2CCN(C(=S)NCc3ccco3)CC2)cc1	0.7
CCOC(=O)c1cc(-c2ccccc2)n(CC(=O)Nc2cccc(OC)c2)c1C	1.5
Cn1c2c(c(=O)n(C)c1=O)C(c1ccc(C(F)(F)F)cc1)CC(=O)N2 (configuration not stated)	i
O=C(N/N=C/c1cccs1)c1cc(-c2ccncc2)nc2ccccc12	0.5
COc1ccc(C(=O)c2cc([N+](=O)[O-])ccc2N2CCOCC2)cc1	i
CCOC(=O)C1CCCN(C(=O)/C=C/c2ccc([N+](=O)[O-])cc2)C1 (configuration not stated)	i
Cc1ccc2nc(SCC(=O)Nc3cccc(S(=O)(=O)N(C)C)c3)[nH]c2c1	i
COC(=O)NC1CCC(NC(=O)OC)CC1 (configuration not stated)	0.2
CCc1nnc(NS(=O)(=O)c2ccc(NC(=S)Nc3ccc(F)cc3)cc2)s1	0.3
COc1ccc(C(=O)O/N=C2\CCCc3nonc32)cc1	i
CCC/C(=N\NC(=O)c1ccccc1C)c1ccccc1	i
CCC(C(=O)OCC(=O)Nc1ccccc1-c1ccccc1)c1ccccc1 (configuration not stated)	4.5
CN(C)S(=O)(=O)c1ccc(C(=O)Nc2cc(=O)n(C)c(=O)n2C)cc1	2.8
O=C(NCc1ccccc1)C1Nc2ccc(OC(F)(F)F)cc2C2C=CCC12 (configuration not stated)	1.1
NS(=O)(=O)c1ccc(CNC(=O)/C=C/c2cccc(Cl)c2)cc1	0.4
Cc1ccc(NC(=O)CCC(=O)NNS(=O)(=O)c2ccccc2)cc1C	i
Cc1ccc(-c2ccc(CCC(=O)O)n2NC(N)=S)cc1	i
CC(C)(C)N1CC23C=CC(C[C@@H]2C1=O)O3 (some centres not stated)	i
Cn1cc(Br)c(C(=O)NNC(=O)c2ccccc2)n1	i
CCCOP(=O)(c1ccc(N(C)C)cc1)C(Nc1ccccc1)c1ccc(N(C)C)cc1 (configuration not stated)	0.6
C/C(=N\NC(=O)CSc1nc2ccccc2s1)c1ccco1	i
O=C(COC(=O)c1ccccc1NC(=O)c1ccccc1)c1cccc([N+](=O)[O-])c1	0.2
COc1ccc(/C=N/N2CCN(C3c4ccccc4-c4ccccc43)CC2)cc1O	0.8
Cc1ccc2nc(SCC(=O)Nc3ccc4c(c3)CCC4)[nH]c2c1	4.5
Cc1occc1C(=O)Nc1cccc([N+](=O)[O-])c1	i
COCCOc1ccc(C(F)(F)F)cc1NC(=O)c1ccc(C(F)(F)F)cc1	i
COC(=O)c1cccc(S(=O)(=O)N2CCCC2)c1	0.6
Cc1cc(N/C=C\c2nnnn2-c2ccc(F)cc2)no1	0.8
COc1cccc(NC(=O)COC(=O)c2c(F)cccc2F)c1	i
CCCCc1c(C)nc2ccc(C(=O)OCC)cc2c1Cl	8.3
Cc1ccc(S(=O)(=O)N2CCOCC2)cc1NC(=O)COc1ncnc2ccccc12	i
O=C(/C=C/c1ccc(Br)cc1)NCc1cccs1	0.3

More structures:
SMILES	Dengue virus CPE
CCC(C)[C@@H](N)C(=O)N/N=C/c1ccc2ncccc2c1 (some centres not stated)	i
Brc1ccccc1-c1nnc(SCc2nc3ccccc3s2)o1	0.9
COc1ccc(C2(CNC(=O)c3ccc(OCC(C)C)cc3)CCOCC2)cc1	2.3
O=C(c1ccccc1)N(C(=O)c1ccccc1)c1ncnc2c1C(c1ccccc1)c1c(ccc3ccccc13)O2 (configuration not stated)	i
CNC(=O)C1(CC(C)C)C=CCN1C(C)=O (configuration not stated)	1.1
COc1cccc(-n2c(Cn3nc(C(F)(F)F)cc3C)n[nH]c2=S)c1	0.2
CCN(C(=O)COC(=O)/C=C/c1ccc(O)c(OC)c1)C1CCS(=O)(=O)C1 (configuration not stated)	0.9
Cc1ccc(S(=O)(=O)N2CCN(c3ccc([N+](=O)[O-])c(Sc4nncn4C)c3)CC2)cc1	0.7
Cc1ccc(Cl)cc1NC(=O)c1ccc(NC(=O)CCC(=O)O)cc1	0.8
CCCCn1[nH]c(-c2ccccc2)cc1=O	i

Quoted from the listing.
Reading of `CNC(=O)C1(CC(C)C)C=CCN1C(C)=O` (configuration not stated) under Dengue virus CPE: 1.1
Reading of `COc1cccc(-n2c(Cn3nc(C(F)(F)F)cc3C)n[nH]c2=S)c1` under Dengue virus CPE: 0.2

Following part
SMILES	Dengue virus CPE
COc1ccc(CC(=O)Nc2cc3oc4ccccc4c3cc2OC)cc1	0.1
Cc1ccc(C(=O)N2CC(=O)Nc3ccc(F)cc3C2c2ccccc2)cc1[N+](=O)[O-] (configuration not stated)	0.3
Fc1ccc(NC(=S)NCCc2ccc(Cl)cc2)cc1	0.1
O=C(NC(=S)NNS(=O)(=O)c1ccccc1)c1ccc([N+](=O)[O-])cc1	0.1
Cc1ccc(OCC(=O)N(Cc2ccccc2)C2CCS(=O)(=O)C2)c([N+](=O)[O-])n1 (configuration not stated)	i
CCN1C(=O)[C@H]2[C@@H](c3ccc(-c4ccc(Cl)c(Cl)c4)cc3)N3CCCC[C@@]3(C(=O)OC)[C@H]2C1=O	15.9*
COC(=O)c1c(N2C(=O)[C@H]3[C@@H](C2=O)[C@]2(C(=O)Nc4c2ccc(C)c4C)N2CCC[C@@H]32)sc(C)c1C	0.1
COc1ccccc1N1N=C(c2cccs2)CC1c1ccccc1 (configuration not stated)	6.2
O=C(COC(=O)c1cc(Br)ccc1Cl)NC1CC1	0.6
CC1CCN(CC(O)COCCOc2ccc(Br)cc2)CC1 (configuration not stated)	2.4

By substructure, the entries above with a COOH group (two)
SMILES	Dengue virus CPE
Cc1ccc(-c2ccc(CCC(=O)O)n2NC(N)=S)cc1	i
Cc1ccc(Cl)cc1NC(=O)c1ccc(NC(=O)CCC(=O)O)cc1	0.8

The results go on:
SMILES	Dengue virus CPE
O=C(CCCC(=O)NCCc1ccccc1)NCCc1ccccc1	0.7
O=C(O)CCN1CC2([N+](=O)[O-])C=CC(=O)C([N+](=O)[O-])(C1)C2CC(=O)c1ccccc1 (configuration not stated)	0.0
O=C(Cn1c(COc2ccccc2)nc2ccccc21)Nc1cc(Cl)ccc1Cl	5.5
Nn1c(COc2cccc(Cl)c2)nc2ccccc2c1=O	i
CCCCN1CC(=O)N2[C@H](c3ccc(OC)cc3)[C@@H]3C(=O)N(CC)C(=O)[C@@H]3[C@]2(C)C1=O	i
O=C(N/N=C/c1cn(-c2cccs2)nc1-c1ccccc1)c1ccccc1Cl	i
CC1(C)CC(=O)C2=C(C1)OC(N)=C(C#N)C2c1cc2c(cc1[N+](=O)[O-])OCO2 (configuration not stated)	i
COc1ccc(OCCNS(=O)(=O)Cc2ccccc2)cc1	1.3
